Cav32 inh: inhibitors of human Cav3.2 T-type calcium channel | O95180 | Cav3.2-expressing cells, Fluo-4 calcium fluorescence FDSS; hits give low values | B-score at 10 µM | actives 4% (n = 100,000) | AID 449739;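 active means single-dose well whose peak fluorescence ratio is a statistical outlier from its plate by either plate-standardised score or position-corrected B-score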
An asterisk follows results filed as active; & = joins results of further samples. An excerpt (hit frequency here may not be typical).

SMILES	Cav32 inh
Cc1[nH]nc(N=CC2=C(O)CC(C)(C)CC2=O)c1-c1ccc(Cl)cc1	-0.45
COc1ccccc1C(CCN(Cc1cccs1)C(C)=O)c1ccco1 (stereo not given)	-5*
CCOC(=O)c1ccc(NC2c3ccccc3C(=O)N2c2ccc(C)cn2)cc1 (stereo not given)	-0.67
CCOc1ccc(OCC)c(-c2c(=O)n(OCc3ccc(Cl)cc3)c3ccccc3[n+]2[O-])c1	-1.3
Cc1cc(=O)oc(C)c1C(=O)NCc1c(F)cc(F)cc1F	-0.11
O=C(N/C(=C\c1cccnc1)C(=O)N1CCOCC1)c1cccc(Br)c1	0.18
Cc1nn(C/C(C#N)=N\O)c(C)[n+]1N	-0.21
CC(CNC(=O)CC(C)(C)C)NC(=O)CC(C)(C)C (stereo not given)	-0.13
Cn1c(=O)oc2cc(S(=O)(=O)NCC3CCCO3)ccc21 (stereo not given)	-0.18
CCOc1ccccc1C1C(C(=O)OC)=CN(C)C=C1C(=O)OC	-0.38
O=C(CSc1nnc(Cc2ccccc2)n1Cc1ccco1)NC12CC3CC(CC(C3)C1)C2	-3.2*
CCOc1ccc(-c2nnn(CC(=O)c3ccc4c(c3)OCCO4)n2)cc1OCC	-0.37

Not a retest: 2 of the compounds above.
SMILES	Cav32 inh
Cc1[nH]nc(N=CC2=C(O)CC(C)(C)CC2=O)c1-c1ccc(Cl)cc1	-0.45
COc1ccccc1C(CCN(Cc1cccs1)C(C)=O)c1ccco1 (stereo not given)	-5*

(next part)
SMILES	Cav32 inh
O=C(CSc1ncn(-c2ccccc2)n1)Nc1nc(-c2ccccc2)cs1	-3.5
COc1cc(C(=O)NCC2CCCO2)ccc1OCc1c(C)noc1C (stereo not given)	0.32
Cc1ccc(-n2nnnc2SCC(=O)NNC(=O)c2ccco2)c(C)c1	0.18
COC(=O)CSc1nnc(-c2ccccc2OC)o1	-0.32
CC(C)Cc1ccc(C(C)C(=O)OCC(=O)c2c[nH]c3ccccc23)cc1 (stereo not given)	-0.56
Cc1cc(S(=O)(=O)N2CCN(c3c(C)cccc3C)CC2)ccc1F	-4.3
Cn1c(=O)c2c([nH]c(=O)n2C)n(C)c1=O	-0.27
CCOC(=O)c1cnc(-n2nc(C)cc2C)nc1NCc1ccccc1	-0.98
O=C(Nc1ccc(Cl)cn1)c1cc2ccccc2o1	-1.1
COc1cccc(-c2nc(CS(=O)CC(=O)NCc3ccccc3)c(C)o2)c1 (stereo not given)	-0.15
O=C(O)C1CCCN1S(=O)(=O)c1cc(Cl)ccc1Cl (stereo not given)	0.13
CC(C)OC(=O)/C(=C\C=C\c1ccccc1)NC(=O)c1ccccc1	-0.14

Cav32 inh, entries above that show a hit.
SMILES	Cav32 inh
COc1ccccc1C(CCN(Cc1cccs1)C(C)=O)c1ccco1 (stereo not given)	-5*
O=C(CSc1nnc(Cc2ccccc2)n1Cc1ccco1)NC12CC3CC(CC(C3)C1)C2	-3.2*

The results go on:
SMILES	Cav32 inh
c1ccc(NC2=Nc3ccccc3CC2)cc1	0.81
CN(C(=O)CCc1nc2ccccc2s1)c1ccccc1	-0.044
CN1CCc2nc(NC(=O)c3cccc(OC(F)F)c3)sc2C1	-0.32
Cn1nccc1C(=O)N1CCN(c2ccc(F)cc2)CC1	0.021
CC(=NC(C)C)C1=C(O)CCC1=O	-0.24
O=C(NCCc1c[nH]c2ccccc12)C1CCC(Cn2c(=S)[nH]c3ccccc3c2=O)CC1 (stereo not given)	-5
O=C(Oc1ccc(-c2cnc3ccccc3n2)cc1)c1ccc(Br)o1	0.41
CCOC(=O)C1CCCN(c2c(C(=O)c3ccccc3)cnc3ccc(OC)cc23)C1 (stereo not given)	-6.8*
CCOC(=O)c1oc2ccccc2c1NC(=O)COc1cccc(OC)c1	-0.067
O=C(O)c1cc(Cl)c(Cl)cc1C(=O)N1CCCC1	0.11
Cc1ccc(N(CC(=O)N/N=C/c2ccc(OC3CSC3)cc2)S(=O)(=O)c2ccccc2)cc1	-2.7*
CC(=O)Oc1cc2oc(=O)c3c(c2cc1Cl)CCC3	0.72

7 entries from above, ordered by the number in Cav32 inh, descending:
SMILES	Cav32 inh
c1ccc(NC2=Nc3ccccc3CC2)cc1	0.81
O=C(Oc1ccc(-c2cnc3ccccc3n2)cc1)c1ccc(Br)o1	0.41
O=C(O)c1cc(Cl)c(Cl)cc1C(=O)N1CCCC1	0.11
Cn1nccc1C(=O)N1CCN(c2ccc(F)cc2)CC1	0.021
CC(=NC(C)C)C1=C(O)CCC1=O	-0.24
Cc1ccc(N(CC(=O)N/N=C/c2ccc(OC3CSC3)cc2)S(=O)(=O)c2ccccc2)cc1	-2.7*
O=C(NCCc1c[nH]c2ccccc12)C1CCC(Cn2c(=S)[nH]c3ccccc3c2=O)CC1 (stereo not given)	-5

Next compounds
SMILES	Cav32 inh
CC(C)(C)NC(=O)CSc1ccc(C(C)(C)C)cc1	-1.3
C=CCn1c(NC(=O)c2ccc(Br)o2)c(C(=O)OCC)sc1=S	-0.87
O=C(OCC(=O)N1CCCC1)c1cccs1	-0.054
O=C(CN1CCN(c2ccc(Cl)cc2)CC1)N1CCCC1	-0.31
Fc1ccc(CN2CCN3CCCC3C2C2CCCCC2)cc1F (stereo not given)	0.59
CCS(=O)CCSC(=N)N (stereo not given)	-0.85
O=C(OCc1nc2ccccc2s1)c1cnccn1	-0.065
Cc1cccc(OCC(=O)OCC(=O)c2c(N)n(C)c(=O)n(C)c2=O)c1	0.18
CC(C)OC(=O)c1nn2c(C(F)(F)F)cc(-c3ccc(Br)o3)nc2c1Br	0.24
COc1ccc(OC)c(Nc2nc(-c3sc(C)nc3C)cs2)c1	-0.67
CCCCN(c1ccccc1)S(=O)(=O)c1ccc2c(c1)CCN2C(=O)CCC(=O)O	0.43
CCn1c(C)cc2c(c1=O)C(c1ccc3c(c1)OCO3)C(C#N)=C(N)O2 (stereo not given)	0.01
Cn1c(=O)c2cc(S(=O)(=O)NCCC(=O)NC3CCCCCC3)ccc2n(C)c1=O	0.23
CC1CCC(NC(=O)CN2C(=O)C3CCCN3c3ncc(Cl)cc32)CC1 (stereo not given)	-6.5*
O=c1[nH]c(SCc2n[nH]c(=S)n2-c2ccccc2)nc2ccccc12	0.052
CCCCS(=O)CC(CS(=O)CCCC)OC(=O)c1ccccc1 (stereo not given)	-0.11
Cc1c(C(=O)O)oc2c1C(O)CC(C)(C)C2 (stereo not given)	-0.86&0.84
CC1CN(S(=O)(=O)c2cn(C)c(=O)n(C)c2=O)CC(C)O1 (stereo not given)	-0.26
COC(=O)CCC(=O)OC1(C)C(=O)C2=CN(Cc3ccco3)C(c3ccc(OC)cc3)=CC2=C(Br)C1=O (stereo not given)	0.086
O=C1c2[nH]nc(-c3ccccc3O)c2C(c2cccc(Cl)c2)N1Cc1ccco1 (stereo not given)	-4.3*
Cc1ccc2c(c1)-c1c(cnn1CC(=O)N(CCC#N)c1ccccc1)CO2	0.12
CCN(CC)/C(=N/S(=O)(=O)c1ccc(C)cc1)c1ccccc1	1.3
O=C(c1ccccc1Cl)N1CCCC(c2nc3c(nnn3Cc3ccccc3)c(=O)[nH]2)C1 (stereo not given)	0.48
CCCN(CCC)C(=O)c1ccc2c(c1)N(Cc1ccccc1)C(=O)CS2=O (stereo not given)	0.066
C#CCOCCOCCOCCNc1nc(N2CCN(C(=O)[C@H](Cc3cc4ccccc4[nH]3)n3cc(C(N)CC(C)C)nn3)CC2)nc(N2CCN(C(=O)[C@H](CCC(=O)O)n3cc(C(N)[C@H](C)CC)nn3)CC2)n1 (stereo not given in full)	0.26
O=C(Nc1ccc(Cl)cn1)C1CCCN1S(=O)(=O)c1cccc2ccccc12 (stereo not given)	-3.1
COc1cc(NC(=S)Nc2cccc(Cl)c2Cl)c(OC)cc1Cl	0.06
CCOc1ccccc1N1C(=O)c2ccc(C(=O)Nc3cccnc3)cc2C1=O	-2.9*
COc1ccc(N(C)C(=O)CCC(=O)Nc2ccc3nc(N4CCOCC4)cc(C)c3c2)c(OC)c1	-2.3
CCn1c(C)c2c(C)nnc(C)c2c1C	-0.67
CCOC(=O)c1cccc(NC(=O)CSc2nnc(-c3ccncc3)n2CCCOC)c1	-2.4
CC(=O)c1c(C)[nH]c(C(=O)OC2CCOC2=O)c1C (stereo not given)	0.54
Cc1ccc(S(=O)(=O)NC(=NCC(=O)O)c2ccccc2)cc1	-0.0083
O=C(O)CCN(CCC(=O)O)c1nnc(SCc2ccccc2)s1	-0.66
COc1ccc(S(=O)(=O)N2CCCCC2C(=O)O)cc1 (stereo not given)	-0.067
Cn1c(N)c(C(=O)COC(=O)Cn2cc(C(F)(F)F)ccc2=O)c(=O)n(C)c1=O	0.77

In a second layout: 2 of the compounds above.
structure: O=C(O)CCN(CCC(=O)O)c1nnc(SCc2ccccc2)s1
  Cav32 inh: -0.66

structure: COc1cc(NC(=S)Nc2cccc(Cl)c2Cl)c(OC)cc1Cl
  Cav32 inh: 0.06

More results follow:
SMILES	Cav32 inh
Cc1c(NC(C)c2ccccc2O)c(=O)n(-c2ccccc2)n1C (stereo not given)	-0.11
CN1CCN(CC(C)(C)NS(=O)(=O)c2ccc(Cl)cc2)CC1	1.3
CC(C)CCn1c(SCC(N)=O)nc2c1c(=O)n(C)c(=O)n2C	1.4
Cc1ccc(NC(=O)C2CC(=O)N(c3ccc4c5c(cccc35)CC4)C2)cc1 (stereo not given)	-2.4
CCc1ccc(C(=O)NC(CC(C)C)C(=O)O)cc1 (stereo not given)	-0.74
CC1(C)Cc2nc3n[nH]c(N)c3cc2CO1	-0.028
O=C1CN(CC(=O)Nc2ccc(Cl)cc2)CCN1	0.15
COC(=O)c1ccc(CSc2nnc3ccccn23)o1	-2
O=C(Oc1ccccc1)c1ccc(COC(=O)c2cnccn2)cc1	-0.067
COc1ccc(C2OC(=O)CC2C(=O)NC2CCCC(C)C2C)cc1OC (stereo not given)	0.069
O=C1Nc2ccccc2C1=O	-0.87
CCOC(=O)N1CCN(C(=O)c2cn(-c3ccc(C)c(C)c3)c(=O)c3ccccc23)CC1	1.5
Cc1ncc(C23CC4CC(CC(C4)C2)C3)[nH]1	0.15
CC1(C)NC(=O)N(CCOc2cccc(Cl)c2Cl)C1=O	1.3
O=C(NCc1ccco1)C(c1cccs1)N(Cc1ccccc1)C(=O)Cn1nnc2ccccc21 (stereo not given)	-3.2
CCC(C)NS(=O)(=O)c1ccc(NS(C)(=O)=O)cc1 (stereo not given)	0.01
COC(=O)/C(=C1/Oc2cc3c(cc2S1)OCO3)C(F)(F)F	-0.015
COCCNC(=O)c1c(CSc2ccc(F)cc2)noc1C(=O)NCc1ccccc1	-1.4
CCc1nnc(NC(=O)CSc2nnc(-c3ccccc3OC)n2-c2ccc(C)cc2)s1	-0.58
O=C(COC(=O)Cc1ccc(Br)cc1)NC12CC3CC(CC(C3)C1)C2	0.44
O=C(CSc1nccc(=O)[nH]1)N1CCCc2ccccc21	0.5
Cc1ccc(CSC2=NCCN2C(=O)c2ccco2)cc1	-1
O=C(COC(=O)c1cccc(S(=O)(=O)N2CCOCC2)c1)Nc1nc(-c2ccccc2Cl)cs1	-5*
C=CCc1ccc(OCCOCCN(C)C)c(OC)c1	0.9
Cc1ccc(C)n1-c1ccccc1N	-0.024
Cc1cc2ccccc2n2c(SCC(=O)NCc3cccs3)nnc12	-0.095
O=C(CSc1nnc(-c2ccncc2)n1Cc1ccco1)Nc1ccccc1Cl	-2.4
O=[N+]([O-])c1ccc(N2CCN(S(=O)(=O)c3ccccc3)CC2)cc1NCCN1CCOCC1	1.4
CN(C)S(=O)(=O)N1CCN(CC(O)COc2ccc3cc(Br)ccc3c2)CC1 (stereo not given)	-0.08
COc1ccc(CCn2c(C)cc(C(=O)CSc3nc(N)cc(=O)[nH]3)c2C)cc1	0.51
CCOc1ccc2c(c1)n([O-])c1c([n+]2=O)CCCC1	1.1
O=C(c1cn(-c2ccccc2)nc1-c1cccs1)N(CCO)Cc1ccccc1	-1.1
O=C1CC(c2ccc3c(c2)OCO3)Sc2nc3ccccc3n21 (stereo not given)	-1.9
CSc1nc(N2CCCC2)c2c(c1C#N)CC(C)(C)OC2	0.0032
O=C1CSC(c2cccs2)N1c1ccccc1 (stereo not given)	-2.7
CCOCCCNc1nc(=S)[nH]c2cc(OC)c(OC)cc12	0.46
Cc1cccc2cc3c(N)c(C#N)sc3nc12	-2
Cc1nn(-c2ccccc2)c2c1C(c1ccco1)C(C#N)=C(N)O2 (stereo not given)	0.88
CCn1c(SCC(=O)Nc2sc3c(c2C#N)CCC(C(C)(C)C)C3)nnc1-c1ccco1 (stereo not given)	-0.16
O=C(O)c1ccccc1N/N=C\c1ccnc2ccccc12	0.065
CCCCOC(=O)Cn1cnc2ccc(Br)cc2c1=O	-0.94
Cc1nn(C)c(Cl)c1S(=O)(=O)N[C@@H](c1ccccc1)[C@]1(C)C[C@H]1[C@@H](C)C(=O)Nc1ccc2ccccc2c1	-3.1
CCNc1oc(COc2ccccc2F)nc1C#N	1.1
CCN1CCN(Cc2c(OC)ccc3ccccc23)CC1	0.66
CC1C(c2ccccc2)N(C)CCC12NC(=O)NC2=O (stereo not given)	-3.4
Cc1cc(C(F)F)n2nc(C(=O)Nc3cccc(C(F)(F)F)c3)nc2n1	-0.8
CCOC(=O)C(CSCC(=O)c1ccc(Br)cc1)NC(=O)OC(C)(C)C (stereo not given)	-3.2
CCOC(=O)N1CCN(CC(=O)Nc2ccc(Oc3ccccc3)cc2)CC1	-0.066
C=CCN(CC(=O)Nc1c(C)cccc1CC)C(=O)SCCC	-2.5
CNc1cc(C(F)(F)F)nc(-c2ccccn2)n1	0.34
CC(=O)NS(=O)(=O)c1ccccc1	0.35
CN1CCN(Cc2c(O)ccc3c(-c4ccccc4)cc(=O)oc23)CC1	1.1
CC(=O)c1ccc(Nc2ncnc3c2oc2ccccc23)cc1	0.018
Cc1ccc(N/C=C(/C#N)c2ccsc2)cc1	-1.5
CCOC(=O)N1CCC(NC(=O)c2ccc3c(c2)N(Cc2ccccc2)CCS3)CC1	-1.8
C[C@@H](C(=O)Nc1ccc2ccccc2c1)[C@H]1C[C@]1(C)[C@H](NC(=O)OCc1ccccc1)c1ccccc1	-2
